TrxR1 substrate = is turned over as a substrate by rat TrxR1; Potency, µM (top dose mostly 114 µM), for the others: top-dose activity change, negative = substrate turnover; O89049; 390,000 compounds, 0.01% hits; purified TrxR1 substrate turnover, NADPH consumption readout; also: potency is read from the fitted curve at half-maximal effect; % is scaled to controls: 0 for no effect and ±100 for the full control effect; nearly all actives have a fitted effect of over 50% in size
Target sequence (O89049 whole entry, looked up): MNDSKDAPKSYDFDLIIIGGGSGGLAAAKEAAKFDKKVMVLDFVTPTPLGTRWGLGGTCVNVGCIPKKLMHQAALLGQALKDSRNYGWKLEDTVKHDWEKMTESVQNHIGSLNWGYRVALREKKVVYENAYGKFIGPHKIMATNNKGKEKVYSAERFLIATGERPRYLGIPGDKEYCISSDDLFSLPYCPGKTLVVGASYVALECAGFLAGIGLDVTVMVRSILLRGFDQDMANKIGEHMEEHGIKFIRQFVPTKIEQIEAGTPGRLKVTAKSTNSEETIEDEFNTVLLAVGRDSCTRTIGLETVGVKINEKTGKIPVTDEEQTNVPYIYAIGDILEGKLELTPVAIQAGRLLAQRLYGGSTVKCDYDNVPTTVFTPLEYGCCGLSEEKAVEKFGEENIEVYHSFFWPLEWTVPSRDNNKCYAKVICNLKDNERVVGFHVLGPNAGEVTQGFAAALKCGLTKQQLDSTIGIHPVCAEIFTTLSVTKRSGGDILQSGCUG
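Rat TrxR1, dispensed at 90 nM, was prereduced with 400 uM NADPH (final) for 5 min at ~22 deg C, then incubated with compound 15 min before 400 uM selenite. A first-read NADPH fluorescence drop versus no-compound background flagged substrates.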
USP1 inh = inhibitors of human USP1/UAF1 deubiquitinase; O94782; recombinant USP1/UAF1, Ub-Rhodamine cleavage fluorescence; Potency, µM (highest dose often 57.1 µM), for inactives: top-dose activity change, negative = inhibition, actives largely listed as inhibitors; 390,000 compounds, 0.23% hits; also: potency is read from the fitted curve at half-maximal effect; % is scaled to controls: 0 for no effect and ±100 for the full control effect; nearly all actives have a fitted effect of over 60% in size; inactives centre near -12
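In this screen, compounds sit with the deubiquitinase complex (1nM) for 15 min at room temperature before Ub-Rho is added at 150nM final. Fluorescence rise is then followed for 6 reads every 60 seconds.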
HP1b binding inh = blocks HP1-beta chromodomain binding to methylated histone tails. P83916. AlphaScreen HP1-beta / biotin-H3K9me3 peptide binding. Potency, µM (highest dose often 114 µM), without a hit: at the highest dose activity change, negative = inhibition, actives largely listed as inhibitors. 390,000 compounds, 0.56% hits. AID 540317; also: potency is read from the fitted curve at half-maximal effect; nearly all actives have a fitted effect of over 70% in size; inactives centre near 23
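AlphaScreen: HP1-beta (50 nM) preformed 30 min with biotin-H3(1-18)K9me3 peptide (50 nM) in PBS pH 7.4, 0.01% Tween-20. Compound added for 30 min at RT, then streptavidin donor/nickel chelate acceptor beads (10 ug/mL) for 30 min.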
mIDH1 inhibitor = inhibitors of human mutant IDH1 R132H. O75874. IDH1-R132H enzyme, NADPH consumption, diaphorase/resazurin fluorescence. Potency, µM (highest dose often 76.6 µM), for the others: at the top dose activity change, negative = inhibition, actives largely listed as inhibitors. 390,000 compounds, 0.093% hits. AID 602179; also: potency is read from the fitted curve at half-maximal effect; % is scaled to controls: 0 for no effect and ±100 for the full control effect; nearly all actives have a fitted effect of over 65% in size
Target sequence (O75874 whole entry R132H, stated change not applied): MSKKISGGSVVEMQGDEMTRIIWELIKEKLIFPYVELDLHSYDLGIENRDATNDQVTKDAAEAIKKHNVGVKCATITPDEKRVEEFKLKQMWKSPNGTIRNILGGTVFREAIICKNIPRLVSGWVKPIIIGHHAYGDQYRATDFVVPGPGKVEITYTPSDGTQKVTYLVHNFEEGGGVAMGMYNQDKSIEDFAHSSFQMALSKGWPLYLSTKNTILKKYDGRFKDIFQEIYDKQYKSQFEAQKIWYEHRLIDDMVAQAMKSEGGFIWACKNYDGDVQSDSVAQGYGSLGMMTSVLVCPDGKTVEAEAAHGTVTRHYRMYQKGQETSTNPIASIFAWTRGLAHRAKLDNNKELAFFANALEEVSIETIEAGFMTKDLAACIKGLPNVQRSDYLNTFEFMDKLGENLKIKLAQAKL
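IDH1-R132H (0.5 ug/mL) preincubated 30 min with compound, then NADPH (0.016 mM) and alpha-KG (2 mM) added; 80 min at RT, pH 7.5. Remaining NADPH coupled via diaphorase/resazurin to fluorescence (540/590 nm); concentration-response curves normalized to no-enzyme control.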
GLS inh = glutaminase GLS (human) inhibition. AID 624170. Potency, µM (series often up to 45.5 µM), for inactives: at the highest dose activity change, negative = inhibition, actives largely listed as inhibitors. 410,000 compounds, 0.21% hits. O94925. GLS enzymatic activity, qHTS titration; also: potency is read from the fitted curve at half-maximal effect; % is scaled to controls: 0 for no effect and ±100 for the full control effect
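Assay buffer: 45 mM KH2PO4 pH 8.2, 0.02% Tween-20. hKGA acts on L-glutamine (1 mM solution added); product glutamate is reported by an oxidase/peroxidase Amplex Red coupling, with fluorescence taken at baseline and 30 min.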
Pin1 inhibitor = inhibitors of human Pin1; Q13526; Pin1 FP peptide displacement, HiFluor488, 10 min; Potency, µM (titrated, usually from 115 µM), without a hit: at the top dose activity, negative = inhibition, usual class: inhibitors; 390,000 compounds, 0.009% hits; active = well fitted inhibition curve with a large enough effect in the polarisation, with a control signal flat, not every such curve was filed as active; inconclusive = small, poorly fitted or top-dose-only effect, or effect the other way, or a change in a side signal; inactive = no such curve, though single readings can be large or run the other way; the % refers to the polarisation; also: potency is read from the fitted curve at half-maximal effect; % is scaled to controls: 0 for no effect and ±100 for the full control effect
Target sequence (Q13526 whole entry, looked up): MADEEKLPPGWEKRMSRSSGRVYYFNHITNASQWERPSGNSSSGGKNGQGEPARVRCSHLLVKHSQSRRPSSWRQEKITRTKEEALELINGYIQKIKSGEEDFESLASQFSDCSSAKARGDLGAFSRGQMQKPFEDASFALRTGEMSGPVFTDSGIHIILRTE
Tb PGK inh = inhibitors of T. brucei phosphoglycerate kinase; 380,000 compounds, 0.043% hits; Potency, µM (top dose mostly 57.5 µM), for inactives: at the highest dose activity change, negative = inhibition, actives largely listed as inhibitors; AID 602233; PGK/GAPDH coupled, Kinase-Glo luminescence, 60 min; P07378; also: potency is read from the fitted curve at half-maximal effect; % is scaled to controls: 0 for no effect and ±100 for the full control effect; nearly all actives have a fitted effect of over 60% in size
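Recombinant glycosomal PGK reaction used 1,3-bisphosphoglycerate generated in-well by GAPDH (100nM final) in 100mM TEA pH 7.6, 5mM MgCl2, 0.01% Tween-20. After 60 minutes at room temperature, ATP was read by Kinase-Glo Plus luminescence end-point.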
rTrxR1 inhibitor = rat TrxR1 inhibition. 390,000 compounds, 1% hits. O89049. Potency, µM (series often up to 114 µM), without a hit: top-dose activity change, negative = inhibition, usual class: inhibitors. recombinant rTrxR1, NADPH fluorescence consumption, selenite substrate; also: potency is read from the fitted curve at half-maximal effect; % is scaled to controls: 0 for no effect and ±100 for the full control effect; nearly all actives have a fitted effect of over 65% in size
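Rat TrxR1 (90 nM in the dispensed reagent) was pre-reduced with 400 uM NADPH for 5 min at room temperature, then incubated with compound for 15 min. After 400 uM selenite was added, NADPH fluorescence (Ex 340/Em 450 nm) was followed for 8 min.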
PI4K2A inh = inhibitors of human PI4K2A | AID 1346378 | Q9BTU6 | activity change, negative = inhibition, % at 76.9 µM | purified PI4K2A, ADP-Glo luminescence, 1 h; hits give low values | 420,000 compounds, 0.13% hits; in the data active = activity change below about -50%; inconclusive = mostly about -30% to -49%;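 also: -100% = wells without enzyme as full effect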
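In this quantitative HTS, ADP production by PI4K2A was quantified luminescently after 1 h at ambient temperature; 100 microM adenosine served as plate-quality control.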
* = called active by the depositor; i = inactive; ? = inconclusive; / = no result given; [ ] = another dose, or the depositor's remark. Unless noted, calls follow the shape of the dose curve; as a rule, active = well fitted curve in the direction sought with a large enough effect; inconclusive = small, poorly fitted or top-dose-only effect, or another doubt; inactive = no such curve, though single readings can be large; an effect the other way counts as inactive or inconclusive. An excerpt (hit frequency here may not be typical).

nr	Molecule	TrxR1 substrate	USP1 inh	HP1b binding inh	mIDH1 inhibitor	GLS inh	Pin1 inhibitor	Tb PGK inh	rTrxR1 inhibitor	PI4K2A inh
1	O=C(Cn1nc2sc3ccccc3n2c(=O)c1=O)c1ccc(Cl)cc1	15.4%[57.1 µM]	6.0%	31.7%	-9.4%	0.0%	6.0%	-0.9%	14.3%[11.4 µM]	-0.6
2	NC(=O)CSc1nnc(NC(=O)c2ccc(S(=O)(=O)N3CCCCC3)cc2)s1	-7.7%	-16.3%	50.5%[activator]	5.9%	0.9%	-0.9%	i	-10.5%	1.8
3	COCCNC(=O)CSc1nc2ccccc2nc1Cc1ccc(C)cc1	1.0%[57.1 µM]	-19.4%	30.3%[57 µM]	26.3%	-14.5%	-0.2%	-8.2%	10.1%[57.1 µM]	-4.2
4	COC(=O)C(C(=O)OC)C(C[N+](=O)[O-])c1ccc(O)c(OC)c1 (centres undefined)	4.3%	-3.1%	18.1%	4.1%	-8.1%	-5.3%	5.3%	-5.0%	-0.6
5	O=C(NC1CCCC1)C(c1ccncc1)N(C(=O)Cc1cccs1)c1ccccc1 (centres undefined)	14.4%[57.1 µM]	-18.3%	13.5%	?	8.0%	-16.4%	i	18.8%[57.1 µM]	2.9
6	CSc1nnc(C)c(=O)n1COC(=O)COc1ccc(Cl)cc1Cl	-11.2%	-12.2%	49.4%[activator]	4.4%	1.4%	-4.7%	-8.7%	-19.5%	16.8
7	Cc1ccc(NC(=O)CN(C)C(=O)c2cc3ccccc3o2)cc1	-3.6%[57.1 µM]	-11.4%	21.9%	2.2%	-0.7%	-0.5%	-9.2%	1.3%[57.1 µM]	0.5
8	CN(C)CCCOC(=O)Cc1ccc(Cl)cc1	-4.2%	-18.3%	49.0%[activator]	1.8%	-4.0%	0.3%	-2.8%	6.1%[2.29 µM]	1.2

Fetched by compound from the list above (3):
nr	Molecule	TrxR1 substrate	USP1 inh	HP1b binding inh	mIDH1 inhibitor	GLS inh	Pin1 inhibitor	Tb PGK inh	rTrxR1 inhibitor	PI4K2A inh
5	O=C(NC1CCCC1)C(c1ccncc1)N(C(=O)Cc1cccs1)c1ccccc1 (centres undefined)	14.4%[57.1 µM]	-18.3%	13.5%	?	8.0%	-16.4%	i	18.8%[57.1 µM]	2.9
6	CSc1nnc(C)c(=O)n1COC(=O)COc1ccc(Cl)cc1Cl	-11.2%	-12.2%	49.4%[activator]	4.4%	1.4%	-4.7%	-8.7%	-19.5%	16.8
8	CN(C)CCCOC(=O)Cc1ccc(Cl)cc1	-4.2%	-18.3%	49.0%[activator]	1.8%	-4.0%	0.3%	-2.8%	6.1%[2.29 µM]	1.2

Continued:
nr	Molecule	TrxR1 substrate	USP1 inh	HP1b binding inh	mIDH1 inhibitor	GLS inh	Pin1 inhibitor	Tb PGK inh	rTrxR1 inhibitor	PI4K2A inh
9	CCOC(=O)C(Cc1ccccc1)NC(=O)CCc1c(C)nc2ncnn2c1C (centres undefined)	-7.2%	-5.9%	24.3%	9.4%	6.3%	-9.8%	6.5%	-10.1%	-1.0
10	Cc1ccc(Cn2c(CCNC(=O)c3cccc(C)c3)nc3ccccc32)cc1	-5.1%	-14.5%	9.9%	-10.2%	-11.4%	?	-2.7%	23.4%[0.457 µM]	1.1
11	O=C(c1ccco1)N1CCN(C(c2ccccc2)c2nnnn2C2CCCC2)CC1 (centres undefined)	6.4%[57.1 µM]	-19.5%	17.5%	1.3%	0.7%	-7.3%	-1.1%	5.3%[57.1 µM]	6.3
12	COC(=O)C1=C(C)N(CCCC(=O)O)C(=O)NC1c1cccs1 (centres undefined)	-5.7%	-24.2%	35.0%	0.6%	-3.0%	3.0%	i	-8.9%	2.4
13	COc1ccccc1C(=O)N/C(=C/c1ccc(Br)cc1)C(=O)NCC(=O)O	-7.9%[57.1 µM]	0.0%	28.6%	13.0%	2.6%	8.0%	/	-10.8%	1.5
14	CN(C)c1ccc(C2Nc3ccccc3C(=O)N2NS(=O)(=O)c2ccccc2)cc1 (centres undefined)	5.2%[57.1 µM]	-14.5%	-36.3%	-12.5%	-7.3%	-1.7%	-11.0%	19.6%[57.1 µM]	-0.9
15	Nc1nnnn1NCc1cccc(OCc2ccccc2)c1	-0.6%	-15.0%	48.4%[activator]	6.2%	4.2%	-3.4%	-7.3%	9.1%	-11.8
16	CN(CCc1ccccn1)C(=S)Nc1ccc(Cl)cc1Cl	5.4%	-25.5%	36.7%	-2.0%	13.3%	1.2%	-4.5%	0.5%	-4.4
17	COc1ccc(-n2c(C)n[nH]c2=O)cc1OC	1.7%	-6.9%	23.8%	6.5%	-0.6%	3.7%	-1.0%	14.4%	-1.6
18	COc1ccc(CC(=O)Nc2nc(-c3ccc(OC)c(OC)c3)cs2)cc1OC	-4.2%	-10.1%	-19.8%	-1.4%	-3.8%	4.2%	7.5%	7.4%	-2.0
19	COc1ccc(C(CCNC(C)c2ccccc2)C(C)C)cc1 (centres undefined)	1.9%[57.1 µM]	-14.1%	34.1%	3.5%	-0.9%	-0.5%	5.8%	9.2%[57.1 µM]	-1.1
20	O=C(O)c1cc(S(=O)(=O)N(Cc2ccccc2)c2cccc(C(F)(F)F)c2)ccc1Cl	-1.1%	-22.0%	49.1%[activator]	-2.9%	-2.4%	4.1%	-9.3%	16.4%	-1.7
21	Cc1ccccc1C(=O)Nc1sc2c(c1C(=O)N1CCC(C)CC1)CCC(C)C2 (centres undefined)	7.9%	-22.6%	25.0%	18.7%	-2.8%	8.4%	-6.8%	9.2%	-1.3
22	C/C(=N\NC(=O)COc1ccc([N+](=O)[O-])cc1)C(C)(C)C	-2.4%	-8.2%	9.7%	4.3%	4.9%	-2.7%	-5.9%	5.7%	3.5
23	COc1ccccc1CNC(=O)CSc1nc(N)c(C#N)c(-c2cccs2)c1C#N	17.5%	-0.4%	36.1%	3.1%	-0.7%	11.4%	-5.3%	-11.8%	6.7
24	Cc1c(C(=O)NC2CCN(Cc3ccccc3)C2)oc2c(Cl)cccc12 (centres undefined)	1.9%	-19.0%	-0.8%	7.7%	10.6%	1.4%	-0.1%	8.5%	5.7
25	CCC(=O)N1c2ccccc2CC1C(=O)NCCc1ccc(SC)cc1 (centres undefined)	-4.1%[57.1 µM]	-23.3%	28.6%	7.5%	10.8%	3.1%	-2.6%	6.4%[57.1 µM]	7.1
26	N#C/C(=C\c1cn(Cc2ccc(F)cc2)c2ccccc12)C(=O)NCc1ccco1	-9.5%	-18.8%	25.0%	0.5%	-2.3%	?	-4.7%	-21.2%	-1.0
27	Cc1cccc(NC(=O)COC(=O)c2ccc([N+](=O)[O-])o2)c1C	-2.7%[57.1 µM]	?	8.7%	6.0%	5.6%	-7.2%	3.9%	?	-11.2
28	CCCCC(O)(CCCC)C(=O)N/N=C(\C)c1ccc(Cl)cc1	2.8%	?	51.9%[activator]	0.0%	-2.3%	1.2%	i	20.8%	3.7
29	CC(=O)n1nc(-c2ccccc2)nc1NCc1ccc(N(C)C)cc1	-8.2%	-7.2%	?	-0.6%	2.6%	-0.9%	9.4%	16.7%[57.1 µM]	-1.1
30	CC(=O)c1cc(C#N)c(SCc2ccccn2)nc1C	5.0%[57.1 µM]	3.3%	13.0%	2.9%	0.0%	-1.4%	i	8.8%[57.1 µM]	-0.8
31	CCc1cccc2c(SCC(=O)NCC3CCCO3)nc(-c3ccc(F)cc3)nc12 (centres undefined)	10.4%	12.6%	4.5%	7.2%	10.5%	-2.0%	-4.7%	21.5%	-1.6
32	CC1Cc2nc(SCC(=O)N3CCc4ccccc43)n(C)c(=O)c2S1 (centres undefined)	-14.6%	-5.8%	24.4%	2.1%	-0.8%	12.9%	-8.0%	-11.3%	-6.6
33	O=C(CSc1nc(C2CCCCC2)nc2ccccc12)NCc1ccc2c(c1)OCO2	-1.1%	-8.0%	36.8%	-10.4%	1.2%	1.2%	-8.3%	25.3%	-1.6
34	Cc1cc(C)c(OCC(=O)N(Cc2ccc(N(C)C)cc2)C2CCS(=O)(=O)C2)c(C)c1 (centres undefined)	1.0%	-4.5%	-21.5%	0.3%	30.2%	-11.3%	3.4%	17.5%	3.0
35	O=C(Nc1nnc(-c2cccs2)o1)c1cc(-c2ccccc2)nc2ccccc12	-2.8%	-16.4%	22.1%	-4.6%	5.6%	0.7%	1.6%	-4.1%	-6.2
36	O=C(c1cc(COc2ccc(F)cc2F)on1)N1CCN(C(=O)c2ccco2)CC1	1.5%	-16.2%	11.6%	-1.5%	6.2%	-7.0%	-1.4%	50.1µM*	-6.1
37	Cc1nnc(NC(=O)c2nc(SC(C)C)ncc2Cl)s1	-2.4%	-24.4%	22.9%	0.0%	-2.4%	-5.1%	2.9%	2.8%	-0.2
38	CCCC(=O)NC(Nc1c(C)n(C)n(-c2ccccc2)c1=O)C(Cl)(Cl)Cl (centres undefined)	0.6%	-26.7%	56.7%[activator]	-4.1%	30.0%	-3.1%	8.2%	-2.2%	-8.6
39	O=C(Cc1ccc(F)cc1)Oc1ccc(C(=S)N2CCCC2)cc1	-7.3%	-12.0%	-2.5%	8.2%	22.8%	-0.2%	6.7%	-4.6%	1.2
40	COc1ccc(NC(=O)Nc2ccc3c(c2)C(=O)N([C@@H](C)CO)C[C@@H](C)[C@@H](CN(C)S(=O)(=O)c2cccs2)O3)cc1	1.1%	-20.8%	12.9%	1.5%	-1.3%	23.7%	0.5%	13.5%	0.5
